ARFGAP1 inhibitor = rat ARFGAP1 inhibition. Q62848. Arfgap1-stimulated ARF1 GTP hydrolysis, GDP FP detection. inhibition, % at 16.5 µM. actives 0.26% (n = 360,000);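 active means inhibition above a per-plate limit, mean inhibition of low control wells plus 3 SD, cut at about 25% in these data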;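 further: 0% = DMSO wells with enzyme and 100% = wells lacking Arfgap1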
Target sequence (Q62848 1-136 limits assumed): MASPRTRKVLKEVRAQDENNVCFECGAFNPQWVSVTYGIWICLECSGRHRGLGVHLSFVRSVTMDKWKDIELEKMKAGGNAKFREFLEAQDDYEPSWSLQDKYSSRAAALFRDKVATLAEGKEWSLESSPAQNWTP
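material = rat Arfgap1 catalytic domain, aa 1-136 | also added = human ARF1(Δ1-17)-GTP substrate | compound dosing = one concentration, 16.5 µM, DMSO 1.26% | times = GTP hydrolysis reaction 2 h at 25 °C | measured by = FP, GDP Alexa 633 tracer displaced from anti-GDP antibody, 620/688 nm | evaluation = percent inhibition of Arfgap1-stimulated GTP hydrolysis | replication = single well per compound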
MBD2 inh = blocks human MBD2 binding to methylated DNA. TR-FRET, MBD2 binding to methylated oligonucleotide. inhibition, % at 4.4 µM. actives 0.31% (n = 370,000); in the data active means inhibition above about 13%
Tn6 DDE FP = DD(E)-Tn6 binding inhibition, primary FP screen | P02675 | Fibrin DD(E) TRITC-Tn6 fluorescence polarization displacement | inhibition, % at 8.3 µM | actives 0.21% (n = 370,000) | AID 720509;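 active means inhibition above a per-campaign cutoff: mean of compounds within control limits plus 3 SD, cut at about 15% in these data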;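 further: 0% = median of all compound wells on the plate and 100% = blocking peptide control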
DDE Tn7 FP inh = DD(E)-Tn7 binding inhibition, primary FP screen | P02675 | FP displacement of FITC-Tn7 peptide from fibrin DD(E); 0% = median of compound wells per plate | inhibition, % at 8.3 µM | actives 0.13% (n = 370,000);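 active means inhibition above the mean of compounds falling within the control limits plus 3 SD of them, cut at about 14% in these data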;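 further: 0% = plate median of compound wells and 100% = 10 µM Aha-Tn7 peptide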
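Assay system: human fibrin DD(E). Input: DD(E) 2 µM final. Medium: Tris buffer with calcium and detergent, pH 7.8. Compound dosing: single point at 8.3 µM. Timing: 10 min plus 3 h, room temperature. Technique: fluorescence polarization of the labelled Tn7 tracer. Read-out: percent inhibition. Replicates: singlicate testing.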
ASAP1 inh = blocks human ASAP1-stimulated Arf1 GTP hydrolysis. Q9ULH1. GDP FP detection. inhibition, % at 16.5 µM. actives 0.19% (n = 360,000); in the data active means inhibition above about 25%;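 further: 0% = vehicle with enzyme and substrate and 100% = no enzyme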
Target sequence (Q9ULH1 325-724 limits assumed): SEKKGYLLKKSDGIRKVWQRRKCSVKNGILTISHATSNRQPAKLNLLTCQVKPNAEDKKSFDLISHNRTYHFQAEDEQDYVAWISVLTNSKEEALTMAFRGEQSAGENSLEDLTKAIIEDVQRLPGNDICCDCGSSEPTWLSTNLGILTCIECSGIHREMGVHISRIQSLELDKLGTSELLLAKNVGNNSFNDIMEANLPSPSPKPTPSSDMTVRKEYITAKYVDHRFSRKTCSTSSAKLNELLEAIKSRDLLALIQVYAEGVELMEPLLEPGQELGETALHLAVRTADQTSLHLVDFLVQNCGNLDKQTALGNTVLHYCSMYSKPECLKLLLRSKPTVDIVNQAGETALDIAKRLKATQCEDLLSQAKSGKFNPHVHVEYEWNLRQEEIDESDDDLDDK
PLCg1 inh = blocks human PLC-gamma1 enzyme activity | inhibition, % at 12.2 µM | purified PLC-gamma1, fluorogenic substrate, fluorescence | actives 0.84% (n = 370,000) | AID 720700; in the data active means inhibition above about 9.5%
ADAM17 inh = inhibits human ADAM17 | P78536 | recombinant ADAM17, EDANS/DABCYL FRET peptide cleavage | inhibition, % at 6.95 µM | actives 0.83% (n = 370,000) | AID 720648;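 active means inhibition above the mean of compounds lying between control limits plus 3 SD, set per campaign, cut at about 8.5% in these data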;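 further: 0% = DMSO-only wells as the low control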
proKLK7 act = proKLK7 (human) activation, primary screen. purified proKLK7, EDANS-DABCYL substrate fluorescence; 100% is mature enzyme control, 0% vehicle. activation, % at 7 µM. actives 0.9% (n = 370,000). AID 652039. P49862;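 active means activation above the mean of all tested compounds plus 3 SD, computed per campaign excluding outliers beyond control limits, cut at about 13% in these data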
Target sequence (P49862 whole entry, looked up): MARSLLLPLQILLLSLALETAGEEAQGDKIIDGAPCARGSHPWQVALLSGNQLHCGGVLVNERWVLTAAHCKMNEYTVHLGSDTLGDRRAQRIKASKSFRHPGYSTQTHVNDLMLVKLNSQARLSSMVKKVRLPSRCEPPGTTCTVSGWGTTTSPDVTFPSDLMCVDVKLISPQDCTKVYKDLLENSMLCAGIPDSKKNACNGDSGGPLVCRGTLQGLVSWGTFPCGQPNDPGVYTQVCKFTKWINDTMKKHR
UHRF1 binding = human UHRF1 methylated DNA binding inhibitors | Q96T88 | inhibition, % at 4.4 µM | AID 687016 | actives 0.75% (n = 370,000) | UHRF1 binding to methylated oligo, TR-FRET; in the data active means inhibition above about 21%;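 further: UHRF1 SRA domain binding a hemimethylated CpG hairpin DNA probe; 0% = median of test compound wells and 100% = reference inhibitor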
PLCb3 inh = PLC-beta3 (human) inhibition, primary screen | Q01970 | Purified PLC-beta3, fluorogenic substrate, fluorescence | inhibition, % at 12.2 µM | actives 0.18% (n = 370,000); in the data active means inhibition above about 11%;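 further: 0% = median of compound wells on plate and 100% = full blocker control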
Active calls of the source: *; x = no result given. Compounds as they come. About 4.1% of those tested had a hit in this group.

SMILES | ARFGAP1 inhibitor | MBD2 inh | Tn6 DDE FP | DDE Tn7 FP inh | ASAP1 inh | PLCg1 inh | ADAM17 inh | proKLK7 act | UHRF1 binding | PLCb3 inh
CSc1ccccc1NC(=O)c1cnc2scc(C)n2c1=O | -1 | -1 | 1 | -5 | 5 | -22 | 0 | 3.4 | -1 | -28
O=C1Nc2cc(Br)ccc2C1(O)c1ccccc1O (configuration not stated) | -9 | 1 | -6 | -1 | -2 | 1 | -1 | -0.3 | 4 | -1
O=C(Nc1ncccc1O)c1ccc(Cl)c(S(=O)(=O)N2CCCCCC2)c1 | 5 | 4 | 7 | 7 | -4 | -4 | -4 | 0.9 | -1 | -2
Cc1ccc(/C=N\n2c(-c3ccccc3)n[nH]c2=S)s1 | -18 | -4 | -2 | 7 | 2 | 2 | 0 | 0.5 | 1 | 3
CCCCNC(=O)c1onc(CSc2ccccc2CC)c1C(=O)O | -2 | 5 | 1 | -6 | 6 | -3 | 0 | -0.1 | -2 | -7
CCOC(=O)C1CCCN(c2ccc(NC(=O)c3snc4c(=O)[nH]c(C)nc34)cc2)C1 (configuration not stated) | 8 | -2 | -2 | -10 | -7 | 3 | -1 | -0.7 | -1 | -1
O=C(CC(=O)c1c(F)cccc1Cl)c1ccccc1O | -14 | 2 | 1 | 0 | 0 | -106 | -103 | -8.4 | 0 | -148
Cc1ccccc1C(=O)O/N=C(\N)c1ccc([N+](=O)[O-])cc1 | -9 | 1 | 5 | -1 | 6 | 0 | -1 | -0.1 | 2 | -3
CC(C)CCOP(=O)(c1ccc(N(C)C)cc1)C(Nc1ccccc1)c1ccc(N(C)C)cc1 (configuration not stated) | 20 | -3 | 6 | 4 | -1 | 1 | 1 | 0.1 | 0 | -4
O=C(Nc1nnc([C@H]2C[C@H](O)[C@@H](CO)O2)s1)Nc1ccccc1F | 10 | -5 | -2 | 0 | 5 | 1 | -2 | 0.6 | -1 | 4
COc1ccc(CN2CCNC(=O)C2CC(=O)NCc2cc(C)n(C)n2)c(F)c1 (configuration not stated) | 1 | 1 | 7 | 5 | 2 | -11 | -6 | -0.3 | 5 | -23
COc1ccc(-c2nnn(CC(=O)N(c3cccc(O)c3)C(C)C(=O)NC3CCCC3)n2)cc1OC (configuration not stated) | 10 | 5 | -7 | -6 | -1 | -3 | -4 | 0.2 | 0 | -7
Cc1cc(-n2c(C)cc(C(=O)CSc3ncnc4ccccc34)c2C)no1 | -4 | -3 | 6 | -2 | 5 | -26 | -5 | 0.1 | 2 | -30
CC(=O)Nc1cccc(C(=O)OC(C(=O)c2ccc(C)cc2)c2ccccc2)c1 (configuration not stated) | 3 | 1 | 2 | 9 | 10 | -1 | 7 | 0.3 | 0 | -1
CCCCNC(=S)NCC(c1ccccc1)c1c[nH]c2ccccc12 (configuration not stated) | 20 | -2 | 4 | 7 | 4 | -1 | 8 | -0.2 | 1 | -4
O=C(NCc1ccccn1)C1CCN(S(=O)(=O)c2ccc(Br)cc2)CC1 | 13 | 0 | -2 | -3 | 12 | 1 | 1 | 0.4 | -1 | -3
Cc1cc(OCC(=O)N2CCOCC2)ccc1NC(=O)c1ccccc1C | -1 | 3 | -1 | 3 | -3 | 1 | 0 | -0.5 | 5 | -6
O=C(NC1(C(F)(F)F)NC(=O)N(Cc2cccnc2)C1=O)c1ccccc1Cl (configuration not stated) | -12 | -1 | -6 | 2 | -4 | -3 | 3 | -0.7 | 3 | -3
CCOc1ccc(C2C(C(C)=O)=C(O)C(=O)N2CCc2c[nH]c3ccccc23)cc1 (configuration not stated) | -6 | -3 | 2 | -4 | -5 | 0 | 2 | 3.7 | -5 | -2
O=C(O)c1ccccc1C1c2ccccc2Oc2ccccc21 | -1 | -2 | 10 | -1 | 2 | -3 | -3 | -0.5 | -1 | -1

Next section, starting with the last six of the part before.
SMILES | ARFGAP1 inhibitor | MBD2 inh | Tn6 DDE FP | DDE Tn7 FP inh | ASAP1 inh | PLCg1 inh | ADAM17 inh | proKLK7 act | UHRF1 binding | PLCb3 inh
CCCCNC(=S)NCC(c1ccccc1)c1c[nH]c2ccccc12 (configuration not stated) | 20 | -2 | 4 | 7 | 4 | -1 | 8 | -0.2 | 1 | -4
O=C(NCc1ccccn1)C1CCN(S(=O)(=O)c2ccc(Br)cc2)CC1 | 13 | 0 | -2 | -3 | 12 | 1 | 1 | 0.4 | -1 | -3
Cc1cc(OCC(=O)N2CCOCC2)ccc1NC(=O)c1ccccc1C | -1 | 3 | -1 | 3 | -3 | 1 | 0 | -0.5 | 5 | -6
O=C(NC1(C(F)(F)F)NC(=O)N(Cc2cccnc2)C1=O)c1ccccc1Cl (configuration not stated) | -12 | -1 | -6 | 2 | -4 | -3 | 3 | -0.7 | 3 | -3
CCOc1ccc(C2C(C(C)=O)=C(O)C(=O)N2CCc2c[nH]c3ccccc23)cc1 (configuration not stated) | -6 | -3 | 2 | -4 | -5 | 0 | 2 | 3.7 | -5 | -2
O=C(O)c1ccccc1C1c2ccccc2Oc2ccccc21 | -1 | -2 | 10 | -1 | 2 | -3 | -3 | -0.5 | -1 | -1
CCN(CC)C(=O)[C@H]1CC(CC(=O)NCc2ccc(OC)c(OC)c2)C(=O)N2CCc3c([nH]c4ccc(OC)cc34)[C@]12C (some centres not stated) | 9 | -2 | -2 | -7 | 4 | 8 | 2 | -0.9 | -1 | 0
O=C(COC(=O)c1ccc(F)c(S(=O)(=O)N2CCOCC2)c1)NCc1ccc(Cl)cc1 | -9 | -5 | 2 | -1 | -11 | 1 | 1 | 0.1 | 1 | -2
COc1ccc(OCc2cc(C(=O)NC(C)Cn3cncn3)no2)c(Cl)c1 (configuration not stated) | -17 | 9 | -2 | 1 | -10 | 11* | -4 | 0.4 | 27* | -8
S=C(Nc1ccc(Cl)cc1)N(CCCN1CCOCC1)Cc1ccco1 | -1 | 3 | 8 | -2 | 12 | 2 | -2 | -0.3 | 0 | 1
COc1ccc(-c2nnc(NC(=O)Cc3ccccc3)s2)c(OC)c1 | -4 | 0 | 9 | -6 | -4 | -5 | -11 | -1.2 | 19 | -16
COc1ccccc1-c1ccc2c(c1)C(C)(Cc1ccc(Cl)cc1)C(=O)N2 (configuration not stated) | 5 | -3 | 4 | -2 | 3 | 1 | 1 | -1.0 | 0 | 7
O=C(c1ccccc1)C(O)c1ccccc1 (configuration not stated) | -6 | -1 | 0 | -2 | 12 | 0 | -2 | 0.4 | 1 | 2
O=C(Nc1ccncc1)c1ccccc1-c1ccccc1 | 8 | -1 | 2 | 4 | -2 | 0 | -1 | 0.4 | -2 | 1
CC(C)c1ccc(N(C(=O)c2cc3ccccc3oc2=O)C2C=CS(=O)(=O)C2)cc1 (configuration not stated) | 1 | 1 | 1 | 0 | 5 | 6 | 1 | -0.3 | 3 | 4
Cc1ccc(C)c(N2N=C(C(=O)OCC(=O)N(C)c3ccccc3)CCC2=O)c1 | -6 | -5 | 6 | -1 | -7 | 3 | -1 | -0.5 | -2 | -7
O=c1[nH]c2ccccc2nc1/C=C(\O)c1cccs1 | -2 | -8 | -5 | -6 | -14 | -37 | -10 | -0.2 | -46 | -40
Cc1ccc(CSc2nnc(SCC(=O)NN=Cc3cc(Br)ccc3F)s2)cc1 | x | 0 | 1 | 5 | x | 1 | -3 | -0.4 | -1 | 1
CC(Oc1cccc2cccnc12)C(=O)N/N=C/c1ccc2c(c1)OCO2 (configuration not stated) | 4 | -3 | -3 | -12 | 9 | -1 | -3 | 0.0 | -5 | -1
CC(C)(C)NC(=O)Nc1ccc(F)c(Cl)c1 | -2 | -3 | 0 | 6 | 5 | 1 | 2 | -0.1 | -3 | 2
CCCCN(CCCC)C(=S)NC(=O)C(C)(C)C | -3 | -2 | 6 | -8 | -10 | 1 | -2 | -0.6 | -2 | 7
COC(=O)N/N=C/c1cn(Cc2ccc(F)cc2)c2ccccc12 | -5 | -6 | -12 | 2 | 12 | 3 | 1 | -0.1 | -2 | -5
COc1cccc(NC(=O)Cc2nnc(SCC(=O)NC3=NCCS3)n2C)c1 | 6 | -2 | -2 | 4 | -1 | 1 | 3 | 0.4 | 2 | -5
NC(=O)NC(=O)CSc1nc(C2CCCCC2)n(-c2ccccc2)n1 | -3 | -3 | -2 | 1 | -2 | 2 | -1 | 0.3 | -2 | 0
Cc1cc(O)cc2c(=O)c3ccccc3sc12 | -6 | -4 | -2 | 3 | -16 | -12 | 2 | 0.0 | -10 | -17
O=C(/C=C/c1ccc2c(c1)OCO2)c1ccccn1 | -14 | -1 | 9 | 4 | -1 | -58 | -18 | -3.4 | -1 | -67
O=C1CCCN1CCCNC(=S)Nc1cccc2ccccc12 | 2 | 0 | 8 | 3 | 4 | -3 | -6 | -1.6 | -1 | -5
c1ccc2c(-c3nn[nH]n3)cccc2c1 | -3 | 3 | 7 | -1 | -9 | -1 | -2 | -0.1 | 3 | -2
COCCCNC(=S)NNC(=O)c1cc(-c2cccnc2)nc2ccccc12 | -2 | 2 | 3 | -4 | -1 | -2 | -5 | -0.1 | -5 | -13
CCC(C)c1c(O)nc(SCC(=O)N2CCCCCC2)[nH]c1=O (configuration not stated) | -4 | -1 | 1 | -6 | 16 | 4 | 0 | 0.3 | 4 | -3
COc1cccc(C(=O)NC(=O)Nc2nc(C)cc(C(F)(F)F)n2)c1 | -8 | -1 | 1 | -3 | 1 | 2 | -2 | 0.1 | 0 | -7
CO/N=C(\CS(=O)(=O)Cc1ccc(OC)cc1)c1ccc(Cl)cc1 | 16 | -2 | -2 | -8 | 2 | 0 | -2 | 1.0 | 1 | 2
CNCC[C@@H](Oc1ccc(C(F)(F)F)cc1)c1ccccc1 | 10 | -6 | -6 | -2 | -2 | 2 | -4 | -0.1 | -1 | 4
COc1ccc(C(=O)Oc2ccc3oc(=O)sc3c2)cc1 | 5 | 0 | 2 | -10 | -13 | 6 | 7 | 0.1 | 4 | 5
O=C(NCC1CCCO1)C(c1ccc(F)cc1)N(Cc1ccc(F)cc1)C(=O)Cn1nnc(-c2cccs2)n1 (configuration not stated) | -2 | 0 | 4 | -2 | 2 | -1 | 1 | 0.2 | -1 | 1
O=C(c1cccc(Cl)c1)N1CCC(=O)N([C@H](COCc2cccc(Cl)c2)Cc2ccccc2)CC1 | -1 | -7 | -3 | 11 | 13 | 3 | 7 | -0.3 | -2 | 2
O=C(N/C(=C/c1cccnc1)C(=O)N1CCCCCC1)c1cccc(Br)c1 | -3 | 8 | -9 | 2 | 1 | -2 | -9 | -0.6 | 5 | -15
CCCCCCCCN1C(=O)[C@H](CC(=O)N2CCN(C(=O)OCC)CC2)C[C@@]2(C(=O)OCC)CCCC=C12 | -3 | 2 | 1 | 2 | -1 | 1 | 4 | 0.2 | -1 | 7

Some entries already given with just ASAP1 inh.
canonical_smiles | ASAP1 inh
CCC(C)c1c(O)nc(SCC(=O)N2CCCCCC2)[nH]c1=O (configuration not stated) | 16
COc1cccc(C(=O)NC(=O)Nc2nc(C)cc(C(F)(F)F)n2)c1 | 1

Assay outcomes (PubChem)
